Assay outcomes from PubChem BioAssay.
TSHR antag – human thyrotropin receptor antagonism; hit rate 0.2% among 330,000; TSHR-expressing cells, TSH-stimulated cAMP HTRF, 2 h; active compounds read low; P16473; activity change, negative = inhibition, % at 11.5 µM;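 active = activity change below a set negative limit, meaning inhibition stronger than a set level, cut at about -70% in these data; inconclusive = activity change between two set negative limits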; also: % is scaled to controls: 0 for no effect and ±100 for the full control effect
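Freshly harvested TSHR cells receive pin-tooled compound, then EC80 TSH at 4nM final. After 2 hours at 37 deg C, antibody in lysis buffer and cAMP-d2 are added; 30 minutes at ambient temperature precede the HTRF read.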
AT treatment – candidate therapy for ataxia-telangiectasia | […] A-T fibroblasts, KAP-1 phosphorylation AlphaLISA; neocarzinostatin DNA damage 30 min before lysis | Potency, µM (top dose mostly 57.5 µM), for the others: at the top dose activation, actives largely listed as activators | hit rate 0.19% among 320,000; also: potency is read from the fitted curve at half-maximal effect; % of control where 0% means no effect; nearly all actives have a fitted effect of over 45% in size
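ATM-like activity read as KAP-1 phosphorylation via AlphaLISA donor/acceptor antibody pairs after lysis and 6 hr at 25C. Cells were ATM-null patient fibroblasts ([…], hTERT), dosed 60 min, then exposed to the DSB inducer NCS for 30 min.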
CXXC DNA block – MLL CXXC-DNA interaction inhibition | hit rate 0.037% among 290,000 | AID 2662 | Potency, µM (series often up to 115 µM), for the others: at the top dose activity change, negative = inhibition, most hits filed as inhibitors | MLL-CXXC / FITC-HOXA9 DNA fluorescence polarization; active = well fitted inhibition curve with a large enough effect in the polarisation, with a control signal flat, not every such curve was filed as active; inconclusive = small, poorly fitted or top-dose-only effect, or effect the other way, or a change in a side signal; inactive = no such curve, though single readings can be large or run the other way; the % refers to the polarisation; also: potency is read from the fitted curve at half-maximal effect
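Purified MLL-CXXC (added from a 7 uM solution) was preincubated 5 min at ambient with pinned compounds in 50 mM Tris-HCl pH 7.5, 50 mM NaCl, 1 mM DTT, 0.05% BSA. Fluorescein-labeled HOX-A9 DNA (50 nM solution) followed, 30 min, then polarization read.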
Chronic BCR inh – blocks chronic active B-cell receptor signaling; hit rate 0.05% among 340,000; Potency, µM (highest dose often 46.1 µM), inactives show top-dose ratio change, negative = lower green/red ratio, most hits filed as inhibitors; ABC-DLBCL IkBa-CBG/CBR reporter, luminescence ratio, 4 h; active = well fitted inhibition curve with a large enough effect in the signal ratio, with a control signal flat, not every such curve was filed as active; inconclusive = small, poorly fitted or top-dose-only effect, or effect the other way, or a change in a side signal; the % refers to the signal ratio;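 also: potency is read from the fitted curve at half-maximal effect; plate controls were basal doxycycline-induced cells for no effect and cells given 10 µM MG132 for full effect; MG132 reads +100%, hits lower the ratio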
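TMD8 human ABC-DLBCL cells with doxycycline-inducible IκBα–green luciferase fusion and unfused red luciferase, in 0.5% FBS medium; compounds up to 46 uM, 4 h at 37C. Green/red luminescence ratio, filter-overlap corrected, fitted to concentration-response curves.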
TCR act – activators of T cell receptors; primary human leukocytes, anti-CD3, IL-2 HTRF, 48 h; Potency, µM (highest dose often 9.22 µM), for inactives: top-dose activation of IL-2 secretion, hits mostly activators; 330,000 tested, under 10 active; also: % of control where 0% means no effect
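48 hr co-incubation of compounds, a-CD3 beads and primary human leukocytes; IL-2 quantified homogeneously by HTRF with anti-IL-2 K and d2 conjugates.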
FBPA coupling cs – coupling enzyme interference in Giardia aldolase counter-screen; coupling enzyme system counterscreen, AmpLite Red fluorescence; AID 2472; activity change, negative = inhibition, % at 58.2 µM, hits read low; hit rate 0.67% among 290,000; in the data active = activity change below about -30%; also: % is scaled to controls: 0 for no effect and ±100 for the full control effect
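Fluorescence at 525 nm excitation and 598 nm emission measured inhibition of the coupled detection system without aldolase. Compounds (at 57.5 uM final) were preincubated 10 min at room temperature with coupling enzyme reagent before a 20 min substrate/AmpLite Red step.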
Tb PFK inh – blocks T. brucei phosphofructokinase; O15648; T. brucei PFK, ADP-Glo luminescence; Potency, µM (highest dose often 57.5 µM), for the others: at the top dose activity, negative = inhibition, hits mostly inhibitors; hit rate 0.17% among 330,000; AID 485367;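 also: potency is read from the fitted curve at half-maximal effect; 0% = uninhibited 1x PFK enzyme wells and -100% = no-enzyme wells; nearly all actives have a fitted effect of over 60% in size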
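Compounds were pin-transferred as a titration series up to 57 uM into substrate buffer (0.5 mM F6P, 0.1 mM ATP, pH 8.0), then 1.25 nM PFK was added and reactions ran 45 min before ADP-Glo detection.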
KCNH2 WT inh – KCNH2 (human, wildtype) channel inhibition. Q12809. U2OS, BacMam KCNH2, thallium flux FluxOr; active compounds read low. activity change, % at 1.84 µM. hit rate 0.37% among 340,000. AID 720551;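 active = maximum activity change below -70%; inconclusive = maximum activity change between -70% and -50%; inactive = maximum activity change above -50%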; also: % is scaled to controls: 0 for no effect and ±100 for the full control effect
Target sequence (Q12809 whole entry, looked up): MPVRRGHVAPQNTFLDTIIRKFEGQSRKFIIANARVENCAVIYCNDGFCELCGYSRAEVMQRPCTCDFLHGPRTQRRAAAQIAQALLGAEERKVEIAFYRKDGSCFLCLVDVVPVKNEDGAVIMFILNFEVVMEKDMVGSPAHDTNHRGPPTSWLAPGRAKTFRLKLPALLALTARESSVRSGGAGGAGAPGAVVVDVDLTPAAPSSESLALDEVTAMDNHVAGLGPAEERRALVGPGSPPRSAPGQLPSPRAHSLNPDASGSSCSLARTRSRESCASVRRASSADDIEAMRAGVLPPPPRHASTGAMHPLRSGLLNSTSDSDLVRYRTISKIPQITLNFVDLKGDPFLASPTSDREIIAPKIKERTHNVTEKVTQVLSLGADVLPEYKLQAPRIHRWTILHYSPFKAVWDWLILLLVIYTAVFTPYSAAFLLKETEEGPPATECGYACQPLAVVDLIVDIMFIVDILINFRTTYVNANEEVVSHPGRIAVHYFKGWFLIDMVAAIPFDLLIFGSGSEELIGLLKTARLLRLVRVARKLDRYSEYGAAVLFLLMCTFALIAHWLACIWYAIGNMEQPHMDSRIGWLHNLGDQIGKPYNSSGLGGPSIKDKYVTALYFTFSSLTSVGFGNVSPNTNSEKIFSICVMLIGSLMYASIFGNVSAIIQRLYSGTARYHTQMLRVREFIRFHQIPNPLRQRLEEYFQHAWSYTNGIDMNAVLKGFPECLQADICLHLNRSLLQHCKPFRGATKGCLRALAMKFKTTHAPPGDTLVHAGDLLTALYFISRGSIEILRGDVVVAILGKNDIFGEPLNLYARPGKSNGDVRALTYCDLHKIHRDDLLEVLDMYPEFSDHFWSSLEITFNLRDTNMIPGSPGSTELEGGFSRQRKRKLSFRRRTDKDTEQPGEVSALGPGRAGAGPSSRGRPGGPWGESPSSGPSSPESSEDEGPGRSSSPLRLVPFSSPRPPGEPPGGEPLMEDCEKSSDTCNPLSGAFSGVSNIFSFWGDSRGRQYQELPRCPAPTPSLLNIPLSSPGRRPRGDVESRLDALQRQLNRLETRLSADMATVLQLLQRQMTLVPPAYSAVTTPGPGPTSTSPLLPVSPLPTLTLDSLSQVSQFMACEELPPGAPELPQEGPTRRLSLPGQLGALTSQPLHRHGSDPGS
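U2OS cells were transduced with wild-type KCNH2 virus (2.03 x 10^8 / mL) for 4 h at room temperature, then cultured overnight at 37 C. Thallium flux was read with FluxOr dye. Rate constants were normalized to DMSO controls.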
GALK inh – galactokinase (human) inhibition; AID 1868; hit rate 0.007% among 270,000; Potency, µM (top dose mostly 57.5 µM), inactives show at the highest dose activity change, negative = inhibition, hits mostly inhibitors; Purified GALK, Kinase-Glo residual ATP luminescence; P51570; also: potency is read from the fitted curve at half-maximal effect; % is scaled to controls: 0 for no effect and ±100 for the full control effect
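ATP-depletion format; final 35 uM ATP, 100 uM D-galactose, 5 nM enzyme; pH 8.0 HEPES/Mg2+ buffer; 60 min RT; luminescence read 10 min after detection reagent.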
Giardia killer – Giardia lamblia killing; activity change, % at 7.66 µM, hits read low; hit rate 0.15% among 340,000; AID 540267; Giardia lamblia trophozoite viability; in the data active = activity change below about -80%; inconclusive = between about -30% and that limit;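 also: parasites exposed to compound for two days anaerobically before the ATP read; % is scaled to controls: 0 for no effect and ±100 for the full control effect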
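Trophozoites 100 cells/well + cpd; 48 hrs, 37 deg C, anaerobic. ATPLite 1-Step added, 15-30 min RT, luminescence read (ATP-based viability).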
* hit, by the source's call; ? = inconclusive; · = not tested or not shown; [ ] = remark or other dose. Unless noted, calls follow the shape of the dose curve; as a rule, active = well fitted curve in the direction sought with a large enough effect; inconclusive = small, poorly fitted or top-dose-only effect, or another doubt; inactive = no such curve, though single readings can be large; an effect the other way counts as inactive or inconclusive.

1: Cn1c(=O)c2c(nc(NCCNC(=O)c3ccco3)n2Cc2ccccc2Cl)n(C)c1=O
2: Cc1ccc(CSc2nnc(C)c(=O)n2N)cc1
3: Cc1cccc(CCNC(=O)Cn2ncc3c([nH]c4ccccc43)c2=O)c1
4: Cc1cccc(N(C(=O)CNC(=O)c2ccco2)C(C(=O)NC2CCCC2)c2cccnc2)c1 (stereo not drawn)
5: COc1ccc(-c2csc(NC3OC(=O)c4ccccc43)n2)cc1 (stereo not drawn)
6: CN(C)c1ccc(/C=N/NC(=O)CNC(=O)c2ccc3c(c2)OCCO3)cc1
7: CN(C)C(=O)c1nc2ccc(Cl)cn2c1CN1CCN(c2ncccn2)CC1
8: COc1cc(/C=N/NC(=O)C(=O)NCc2cccnc2)cc(OC)c1OC
9: CCc1cccc(CC)c1NC(=O)CSc1nnc(CCC(=O)O)c(=O)[nH]1
10: Cc1ccc(S(=O)(=O)N2CCN(C(=O)Cn3c(=O)cnc4ccccc43)CC2)cc1

Assay by compound,1,2,3,4,5,6,7,8,9,10
Chronic BCR inh,3.1%,6.1%,0.7%,-11.4%,?,-1.7%,-1.3%,-6.9%,4.0%,3.2%
TCR act,-13.2%,3.0%[46.1 µM],-3.0%,2.4%,-3.7%,0.8%,-9.7%,3.5%[46.1 µM],12.0%,5.5%
Giardia killer,-23.8,-2.8,-7.4,-0.7,-11.6,-15.2,49.8[activator],8.1,-10.7,-7.7
AT treatment,-5.3%,-1.2%,-3.9%,4.8%,11.8%,-3.0%,2.6%[11.5 µM],-4.7%,-1.2%,-2.5%
CXXC DNA block,-6.4%,-6.1%,15.6%,-0.6%,-25.8%,8.9%,5.1%,0.3%,-9.1%,·
GALK inh,-1.4%,0.7%,-4.9%,-0.6%,-4.3%,-2.3%,7.7%,1.7%,-1.9%,·
FBPA coupling cs,0.6,2.1,·,-0.3,-0.7,2.6,-0.5,1.2,1.1,·
Tb PFK inh,1.6%,0.0%,-1.0%,1.0%,0.0%,-5.6%,0.5%,0.0%,3.3%,-0.7%
TSHR antag,-2.0,6.4,-16.2,-2.5,-13.0,1.4,-7.3,8.8,17.5,-13.8
KCNH2 WT inh,-9.8,-21.5,-17.6,20.5,-3.6,-2.3,-11.2,-0.6,8.4,3.4

11: Cc1ccc(-c2c(NC(=O)C(C)C)n(C)c3ccccc3c2=O)cc1
12: CC/C(=N\NC(=O)Nc1nonc1N)c1ccc(OC)c(OC)c1
13: CCN(CC)CCN1C(=O)C(=O)/C(=C(/O)c2c(C)[nH]c(C(=O)OC)c2C)C1c1ccc(C)o1 (stereo not drawn)
14: CCC1CCCCN1C(=O)CSc1nnc(CNC(=O)c2cc(OC)c(OC)c(OC)c2)o1 (stereo not drawn)
15: CCOc1nc(NCCC2=CCCCC2)nc(N2CCOCC2)n1
16: COc1ccc(NC(=O)CSCc2cc(=O)n3nc(C4CC4)sc3n2)cc1
17: COc1cccc(C2=NOC(C(=O)NCC3CCCO3)C2)c1 (stereo not drawn)
18: O=C(NCc1ccccc1)c1ccc(N2CCC3(CC2)CC(c2ccccc2)=NO3)c([N+](=O)[O-])c1
19: O=S1(=O)N=C(SCCO)c2ccccc21
20: CCCCOc1ccc(/C=C/C(=O)Nc2ccc(C(N)=O)cc2)cc1

Assay by compound,11,12,13,14,15,16,17,18,19,20
Chronic BCR inh,4.5%,?,?,-0.2%,0.2%,1.2%,-3.4%,6.5%,?,7.4%
TCR act,-0.7%,0.4%,2.2%,8.9%,-1.9%,-8.9%,-3.0%,-4.6%,1.7%,2.8%[46.1 µM]
Giardia killer,-23.4,25.5,22.9,26.3,32.9[activator],47.9[activator],4.9,-16.6,18.3,26.3
AT treatment,7.6%,-8.1%,-7.3%,0.1%,8.2%,7.7%,14.5%,-1.1%,0.1%,4.9%
CXXC DNA block,-1.8%,1.0%,1.4%,15.1%,-0.6%,15.1%,0.7%,3.6%,2.2%,-2.2%
GALK inh,-2.3%,10.2%,-0.3%,-1.9%,1.0%,1.8%,-2.7%,·,1.2%,3.6%
FBPA coupling cs,-1.9,3.8,-9.0,1.1,3.1,·,-2.3,-1.3,-1.4,-1.2
Tb PFK inh,0.8%,-0.6%,0.5%,-2.1%,-3.4%,-4.1%,1.9%[0.46 µM],0.1%,1.4%,-0.5%
TSHR antag,-0.9,7.2,8.0,0.2,1.7,3.4,8.0,-2.7,-6.6,-2.4
KCNH2 WT inh,-38.7,5.4,-3.2,-2.2,1.3,-9.5,-7.0,6.3,-7.2,-6.6

Eight of these compounds, reformatted:
Values run as follows: Chronic BCR inh	TCR act	Giardia killer	AT treatment	CXXC DNA block	GALK inh	FBPA coupling cs	Tb PFK inh	TSHR antag	KCNH2 WT inh
#13 CCN(CC)CCN1C(=O)C(=O)/C(=C(/O)c2c(C)[nH]c(C(=O)OC)c2C)C1c1ccc(C)o1 (stereo not drawn)
    ?	2.2%	22.9	-7.3%	1.4%	-0.3%	-9.0	0.5%	8.0	-3.2
#14 CCC1CCCCN1C(=O)CSc1nnc(CNC(=O)c2cc(OC)c(OC)c(OC)c2)o1 (stereo not drawn)
    -0.2%	8.9%	26.3	0.1%	15.1%	-1.9%	1.1	-2.1%	0.2	-2.2
#15 CCOc1nc(NCCC2=CCCCC2)nc(N2CCOCC2)n1
    0.2%	-1.9%	32.9[activator]	8.2%	-0.6%	1.0%	3.1	-3.4%	1.7	1.3
#16 COc1ccc(NC(=O)CSCc2cc(=O)n3nc(C4CC4)sc3n2)cc1
    1.2%	-8.9%	47.9[activator]	7.7%	15.1%	1.8%	·	-4.1%	3.4	-9.5
#17 COc1cccc(C2=NOC(C(=O)NCC3CCCO3)C2)c1 (stereo not drawn)
    -3.4%	-3.0%	4.9	14.5%	0.7%	-2.7%	-2.3	1.9%[0.46 µM]	8.0	-7.0
#18 O=C(NCc1ccccc1)c1ccc(N2CCC3(CC2)CC(c2ccccc2)=NO3)c([N+](=O)[O-])c1
    6.5%	-4.6%	-16.6	-1.1%	3.6%	·	-1.3	0.1%	-2.7	6.3
#19 O=S1(=O)N=C(SCCO)c2ccccc21
    ?	1.7%	18.3	0.1%	2.2%	1.2%	-1.4	1.4%	-6.6	-7.2
#20 CCCCOc1ccc(/C=C/C(=O)Nc2ccc(C(N)=O)cc2)cc1
    7.4%	2.8%[46.1 µM]	26.3	4.9%	-2.2%	3.6%	-1.2	-0.5%	-2.4	-6.6

Continuation:
21: Cc1ccc(CC(=O)Nc2ccc(OC(F)F)c(Cl)c2)cc1C
22: C=CCN1C(=O)N(CC=C)c2cccc3cccc1c23
23: COC(=O)c1ccc(C2C(C(=O)c3ccco3)=C(O)C(=O)N2c2cc(C)on2)cc1 (stereo not drawn)
24: O=C(Cc1ccccc1)NCCS(=O)(=O)N1CCN(c2cccc(Cl)c2)CC1

Assay by compound,21,22,23,24
Chronic BCR inh,-1.0%,-7.7%,0.7%,2.1%
TCR act,1.8%[46.1 µM],7.3%,9.6%,-2.9%
Giardia killer,-2.0,1.8,-0.5,3.7
AT treatment,8.9%,5.7%,-9.2%,3.1%
CXXC DNA block,-3.7%,4.3%,4.7%,·
GALK inh,0.8%,·,3.3%,·
FBPA coupling cs,-4.9,-3.7,·,·
Tb PFK inh,1.8%,-1.9%,0.6%,-22.2%
TSHR antag,-11.2,-4.0,6.3,3.7
KCNH2 WT inh,-1.5,5.3,-10.7,-5.6
